Assay outcomes from PubChem BioAssay.
APP 5UTR inh: inhibitors of APP translation via 5'UTR reporter, primary screen, APP 5'UTR luciferase, SH-SY5Y cells | inhibition, % at 2 µM | AID 1285, 2008 | actives 0.82% (n = 190,000) | SH-SY5Y APP 5'UTR-luciferase reporter, luminescence;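 active means inhibition above a set limit, derived from the sample mean plus 3 SD, cut at about 45% in these data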; further: values of inactives mirror those of a sister screen read the other way
TNAP act hi DEA: TNAP activators at high phosphate acceptor level, primary screen, biochemical, luminescence, uHTS | AID 1136, 2008 | activation factor at 20 µM | 200,000 tested, under 10 active | Alkaline phosphatase, tissue-nonspecific isozyme (Homo sapiens), P05186 | purified TNAP, CDP-star luminescence, 1 M DEA, 30 min; active compounds read high; 0 = EDTA background, 1 = DMSO-only activity;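 active means activation factor at least 2 at 20 µM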
Target sequence (P05186 whole entry, looked up): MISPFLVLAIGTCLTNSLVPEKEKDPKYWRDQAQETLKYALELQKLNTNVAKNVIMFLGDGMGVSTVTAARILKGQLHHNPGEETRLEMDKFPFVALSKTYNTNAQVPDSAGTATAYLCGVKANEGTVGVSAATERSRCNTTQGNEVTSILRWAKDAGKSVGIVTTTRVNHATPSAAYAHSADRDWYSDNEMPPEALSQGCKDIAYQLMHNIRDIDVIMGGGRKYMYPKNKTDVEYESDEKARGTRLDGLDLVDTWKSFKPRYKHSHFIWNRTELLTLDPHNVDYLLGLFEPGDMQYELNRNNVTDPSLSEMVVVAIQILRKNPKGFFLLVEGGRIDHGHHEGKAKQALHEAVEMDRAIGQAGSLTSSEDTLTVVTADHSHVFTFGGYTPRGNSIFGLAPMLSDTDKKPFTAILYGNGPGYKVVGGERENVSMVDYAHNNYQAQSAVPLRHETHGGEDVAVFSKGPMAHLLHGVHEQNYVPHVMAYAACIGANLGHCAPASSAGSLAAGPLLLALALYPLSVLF
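Test system – human TNAP · Doses – 20 µM single point · Incubation – 30 min, room temperature · Signal – luminescent substrate turnover signal · Read-out basis – activation factor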
FLuc inhib CS: firefly luciferase enzyme inhibitors, primary screen, artefact control for luciferase-based inhibitor screens, biochemical, luminescence, ATPLite | Luciferin 4-monooxygenase (Photinus pyralis), P08659 | 10 min | inhibition, % at 10 µM | actives 1.5% (n = 200,000) | AID 1006, 2008;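 active means inhibition above about 50% when tested at 10 µM, limit read from the data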
Target sequence (P08659 whole entry, looked up): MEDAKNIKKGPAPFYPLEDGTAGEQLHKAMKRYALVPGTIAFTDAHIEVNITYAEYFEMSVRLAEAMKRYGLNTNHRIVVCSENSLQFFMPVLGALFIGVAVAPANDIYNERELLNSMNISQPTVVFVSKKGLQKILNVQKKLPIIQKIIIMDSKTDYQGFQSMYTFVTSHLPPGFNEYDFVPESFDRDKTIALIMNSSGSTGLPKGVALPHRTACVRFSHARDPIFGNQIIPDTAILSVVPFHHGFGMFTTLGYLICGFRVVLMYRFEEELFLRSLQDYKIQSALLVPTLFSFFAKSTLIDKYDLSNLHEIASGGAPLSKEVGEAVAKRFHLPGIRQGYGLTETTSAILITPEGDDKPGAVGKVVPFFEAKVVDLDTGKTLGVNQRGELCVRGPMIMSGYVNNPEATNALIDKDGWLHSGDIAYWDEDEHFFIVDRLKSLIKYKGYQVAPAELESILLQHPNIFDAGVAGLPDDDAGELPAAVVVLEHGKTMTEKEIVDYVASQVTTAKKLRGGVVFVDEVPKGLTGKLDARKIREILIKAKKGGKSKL
RAM inhibit: inhibitors of the yeast RAM network, primary screen, dse1pr::URA3 reporter, 5-FOA selection | S. cerevisiae dse1pr::URA3 reporter, 5-FOA growth OD615, 2 d; analog-sensitive cbk1-as2 kinase mutant strain | inhibition, % at 50 µM | actives 1.8% (n = 190,000) | AID 868, 2007;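 active means inhibition above a set limit, 3 SD over mean compound inhibition, cut at about 8.4% in these data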;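 further: 0% = DMSO-only wells with no growth and 100% = 10 µM 1-NA-PP1 full growth; inhibition rescues growth on 5-FOA so higher OD means more RAM inhibition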
FLuc stim CS: FLuc activators, initial screening, artefact control for FLuc-dependent activation tests, biochemical, ATPlite luminescence; Luciferin 4-monooxygenase (Photinus pyralis), P08659; ATPlite luciferase biochemical, 10 min; 0 = ATP-free wells, 1 = DMSO control; activation factor at 10 µM; 200,000 tested, under 10 active; AID 1027, 2008;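 active means luciferase activation factor, scaled between plate controls, of at least 2 with compound at 10 µM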
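assay system = Luciferase/luciferin detection reagent, cell-free biochemical luciferase assay | also added = ATP substrate | times = 10 min post-reagent at room temperature | measured by = luminescence from luciferase reaction | measure = luciferase activation, seen as luminescence increase over controls | benchmarks = low control with PBS replacing ATP, high control enzyme plus ATP without compound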
L major viab: Leishmania major promastigote growth inhibition, primary screen | Leishmania major promastigotes, resazurin fluorescence viability | inhibition, % at 10 µM | actives 9% (n = 200,000); in the data active means inhibition above about 50%;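 further: promastigotes grown with compound for 44 hours at 28 °C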
TNAP inh hiacc: human TNAP enzyme inhibitors, primary screen, biochemical, luminescent, high phosphate acceptor level, uHTS; Alkaline phosphatase, tissue-nonspecific isozyme (Homo sapiens), P05186; purified TNAP, CDP-star luminescence, 1 M DEA; AID 1135, 2008; actives 0.03% (n = 200,000); inhibition, % at 20 µM;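 active means over 50% inhibition of tissue-nonspecific alkaline phosphatase at 20 µM in the single-dose screen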;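 further: plate controls were DMSO wells for no effect and EDTA-quenched wells as full inhibition for full effect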
bIAP inhibitor: bovine intestinal alkaline phosphatase inhibitors, primary screen, selectivity assay for TNAP inhibitor project, biochemical, bovine IAP, CDP-star luminescence; purified bovine IAP, 30 min; inhibition, % at 20 µM; 190,000 tested, under 10 active; AID 1019, 2008;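 active means over 50% inhibition of intestinal alkaline phosphatase at 20 µM in the single-dose screen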
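System: purified bovine intestinal alkaline phosphatase (IAP) enzyme; Input: IAP diluted 1/65,000,000 in the well; Measured by: CDP-star luminescence signal; Compound dosing: 20 µM single dose; Incubation: 30 min reaction at room temperature.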
bIAP activator: bovine intestinal alkaline phosphatase activators, primary screen, biochemical, bovine IAP, CDP-star luminescence; actives 0.17% (n = 200,000); alkaline phosphatase, intestinal [Bos taurus]; activation factor at 20 µM; purified bovine IAP, 30 min; active compounds read high; fold of DMSO-control signal, blank-subtracted;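 active means activation factor of 2 or more at 20 µM, a signal rise over negative controls twice the positive control's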
TNAP inh noacc: human TNAP enzyme inhibitors, primary screen, biochemical, luminescent, no phosphate acceptor, uHTS; purified TNAP, CDP-star luminescence, 30 min; inhibition, % at 20 µM; actives 0.26% (n = 200,000);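 active means tissue-nonspecific alkaline phosphatase inhibition above about 50% at 20 µM in the single-dose screen, limit read from the data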;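 further: 0% = DMSO negative control and 100% = EDTA positive control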
* hit, by the source's call; x = no result given.

SMILES	APP 5UTR inh	TNAP act hi DEA	FLuc inhib CS	RAM inhibit	FLuc stim CS	L major viab	TNAP inh hiacc	bIAP inhibitor	bIAP activator	TNAP inh noacc
CCC(=O)N=c1sc2cc([N+](=O)[O-])ccc2n1CCOC	14	1	-3	3.0	1	10	-4	10	0.9	-4
C=CCN1C(=O)C(Cc2ccc(Br)cc2)S/C1=N\N=C\c1ccco1 (stereo not given)	12	1	-4	10.0*	1	0	-3	1	1	-10
O=C1NCCCC1C(=O)N1CCN(C(=O)c2ccco2)CC1 (stereo not given)	-82	1.1	-8	1.8	1.1	-6	-11	0	1	-18
Oc1c(Br)cc(C2N=C(c3ccccc3)NO2)cc1Br (stereo not given)	-11	1	2	2.7	1	-7	0	-3	1	-5
N/C(=N\OC(=O)Cc1ccccc1)c1ccccc1Cl	-48	1	5	2.9	0.9	-7	-2	-24	1.2	-5
O=S(=O)(c1ccc(SCCO)nc1)N1CCCC1	-1	1.1	-6	0.3	1.1	-2	-7	4	1	-16
CCCOc1ccc(NC(=O)C2OC3OC(C)(C)OC3C3OC(C)(C)OC23)cc1 (stereo not given)	3	1	-6	0.4	1.1	-7	2	29	0.7	-11
Cc1ccc(Cn2nnc3c(=O)n(Cc4cc(C)ccc4C)cnc32)cc1	-5	0.9	-3	0.0	1	-2	6	26	0.7	-1
CC1(C)C2CCC13CS(=O)(=O)N[C@@H]3C2 (stereo not given in full)	-7	1	-2	0.4	1	-6	-5	19	0.8	-10
O=c1c(Cl)c(N2CCN(S(=O)(=O)c3ccc(F)cc3)CC2)cnn1-c1cccc(Cl)c1	10	1	-4	5.4	1	98*	-3	7	0.9	-3
Cc1ccc(S(=O)(=O)N/N=C/c2cc([N+](=O)[O-])ccc2O)cc1[N+](=O)[O-]	17	0.8	-6	4.7	1.1	-9	17	-9	1.1	15
CCOC(=O)C1=C(C)NC(=S)NC1c1ccc(-c2cccc(Cl)c2C)o1 (stereo not given)	16	1	-3	5.4	1	10	2	7	0.9	3
COc1ccc(-n2cc(CNCCc3ncc(C)[nH]3)c(-c3ccccc3Cl)n2)cc1	-12	1.2	2	-1.2	1	100*	-20	-141	2.4*	-229
CCC(C)c1ccccc1OCCOCCN1CCCC1 (stereo not given)	9	1.1	-1	1.6	1	98*	-5	-10	1.1	-10
COCCNC(=O)/C(C#N)=C1\N=C(N)c2ccccc21	6	0.9	-4	2.9	1	59*	7	-5	1	-1
CC1=CCC2C(=O)N(c3nc4ccccc4n3C)C(=O)C2C1 (stereo not given)	-30	1.1	-4	1.1	1	-3	-6	1	1	-7
COC(=O)C1=CNC=C(C(=O)OC)C1c1ccc(C(=O)OC)cc1	2	1.1	-1	-0.1	1	-4	-7	-24	1.2	-18
O=C(O)/C(=C\c1ccc(Cl)c([N+](=O)[O-])c1)c1ccc(S(=O)(=O)N2CCCCC2)s1	-2	1	-1	8.3	1	-3	-4	-19	1.2	-6
Cc1ccc(NC(=O)CCSc2ccccc2)c(C)c1	-44	1	-10	2.1	1.1	5	0	-11	1.1	-1
COCCSc1ccccc1C(=O)NCCc1ccccc1	7	1	-1	0.2	1	3	0	2	1	-5

Copied from the list.
RAM inhibit result of `CC1=CCC2C(=O)N(c3nc4ccccc4n3C)C(=O)C2C1` (stereo not given) stands at 1.1
L major viab result of `COCCSc1ccccc1C(=O)NCCc1ccccc1` stands at 3

(further entries)
SMILES	APP 5UTR inh	TNAP act hi DEA	FLuc inhib CS	RAM inhibit	FLuc stim CS	L major viab	TNAP inh hiacc	bIAP inhibitor	bIAP activator	TNAP inh noacc
N#CC1=C(S)N=C(N)C(c2nc(-c3ccccc3)cs2)C12CCCCC2 (stereo not given)	x	1.1	3	3.0	1	-8	-6	-28	1.3	0
Cc1ccc2c(c1)-c1c(cnn1CC(=O)N(CCC#N)c1ccccc1)CO2	11	1.1	-3	0.1	1	0	-8	-3	1	-20
c1ccc2c(c1)NC(c1ccncc1)n1c-2nc2ccccc21 (stereo not given)	-22	1.1	-4	1.2	1	11	-6	2	1	-9
CCOC(=O)c1c(-c2ccc(F)cc2)csc1NC(=O)CCN1CCOCC1	-13	1	-3	-0.1	1	93*	-1	2	1	-12
Cc1[nH]c2ccccc2c1C(=O)C(=O)NCCOc1ccccc1	10	1	-4	0.2	1	8	3	7	0.9	-3
CC(C)(C)NCC(O)COc1ccc(Br)cc1 (stereo not given)	-9	1	-4	3.2	1	4	-4	3	1	-3
Cc1ccc(SCc2[nH]nc3c2C2(CCSCC2)C(C#N)=C(N)O3)cc1	-2	1	-2	-0.3	1	6	0	8	0.9	12
CC(C)(C)C(=O)/C=c1\s/c(=C\c2ccc(-c3ccc([N+](=O)[O-])cc3)o2)c(=O)n1CC(=O)NC(N)=O	-19	0.9	-1	3.3	1	20	6	13	0.9	24
CC1CCN(S(=O)(=O)c2ccc3c(c2)c(=O)c(C(=O)N2CCCCC2)cn3C)CC1	0	1	4	-0.1	1	-8	-5	-10	1.1	8
CCOC(=O)c1cc(-c2ccccc2)sc1NC(=O)C(C)C	-24	1	1	6.6	1	-1	-3	-14	1.1	-11

Entries listed so far with an aryl thioether with sulfur outside any ring, in the order listed:
SMILES	APP 5UTR inh	TNAP act hi DEA	FLuc inhib CS	RAM inhibit	FLuc stim CS	L major viab	TNAP inh hiacc	bIAP inhibitor	bIAP activator	TNAP inh noacc
O=S(=O)(c1ccc(SCCO)nc1)N1CCCC1	-1	1.1	-6	0.3	1.1	-2	-7	4	1	-16
Cc1ccc(NC(=O)CCSc2ccccc2)c(C)c1	-44	1	-10	2.1	1.1	5	0	-11	1.1	-1
COCCSc1ccccc1C(=O)NCCc1ccccc1	7	1	-1	0.2	1	3	0	2	1	-5
Cc1ccc(SCc2[nH]nc3c2C2(CCSCC2)C(C#N)=C(N)O3)cc1	-2	1	-2	-0.3	1	6	0	8	0.9	12

(listing goes on)
SMILES	APP 5UTR inh	TNAP act hi DEA	FLuc inhib CS	RAM inhibit	FLuc stim CS	L major viab	TNAP inh hiacc	bIAP inhibitor	bIAP activator	TNAP inh noacc
CC1=CC2=C(OC1N(C)C)c1cccc3cccc(c13)C2=O (stereo not given)	-10	1	4	0.1	1	1	-2	22	0.8	-1
CC(=O)Oc1cccc(-c2nc3ccccc3c(=O)o2)c1	8	1	12	-0.8	0.9	-8	1	1	1	-4
N#C/C(=C(/O)COc1ccc(Br)cc1)c1nnc2n1CCCCC2	13	1	-3	4.1	1	-7	-1	2	1	8
COc1cc(OC)c(-c2nn3c(C4CCCCC4)nnc3s2)cc1OC	-12	1	-8	2.0	1.1	56*	2	-7	1.1	-4
Brc1ccc(CSc2ncnc3nc[nH]c23)cc1	14	1.1	25	1.1	0.8	-17	-7	-11	1.1	-32
O=C(CN(c1ccccc1)S(=O)(=O)c1ccc(Cl)cc1)Nc1ccccc1C(=O)N1CCCC1	-2	1.1	-8	0.7	1.1	16	-6	0	1	-10
CCC1=[N+](CC(=O)c2ccc(C)cc2)CCn2cccc21	1	1	-5	-0.1	1.1	-1	-4	7	0.9	-7
O=C(NCc1ccc2c(c1)OCO2)C1CC(c2ccccc2O)=NO1 (stereo not given)	-13	1.1	-3	0.3	1	-1	-9	21	0.8	-10
Cc1ccc(C(=O)Oc2cc(-c3ccccc3)no2)cc1	9	1	-1	-0.4	1	0	1	7	0.9	-7
COc1ccc(CCNC(=S)Nc2ccccc2C)cc1	7	1.1	-6	0.8	1.1	22	-6	19	0.8	2
c1cc2c(cc1-c1[nH]ncc1CN1C[C@H]3CC[C@H]1C3)OCO2	-20	1	-3	2.3	1	9	-4	-18	1.2	44
Cn1c(CSCc2ccc(Cl)cc2)nnc1SCC(=O)Nc1nccs1	-6	1	-7	3.6	1.1	-3	-3	-11	1.1	0
CN(C)Cc1c(O)ccc2occ(C(O)c3ccccc3)c12 (stereo not given)	-4	1.1	-2	1.9	1	18	-5	1	1	-7
CC(C)NC(=O)c1onc(CSc2ccccc2F)c1C(=O)O	-6	1	-5	4.1	1.1	-9	-4	-1	1	-10
CC1(C(=O)NCc2ccccc2)Oc2ccccc2NC1=O (stereo not given)	-15	1	-6	-0.1	1.1	0	-3	14	0.9	-13
CN(C(=O)N1CCN(S(=O)(=O)c2ccccc2)CC1)c1ccccc1	-3	1	-2	0.7	1	-6	-2	-10	1.1	4
N#Cc1ccccc1NCc1ccccc1	14	1.1	-8	2.7	1.1	12	-9	18	0.8	-8
CC(=O)Nc1ccc(NC(=O)C2CCCN2C(=O)Nc2ccccc2[N+](=O)[O-])cc1 (stereo not given)	-11	1	-6	1.2	1.1	-4	-1	14	0.9	-6
Fc1ccccc1C1c2[nH]c3ccccc3c2CCN1Cc1cccn1-c1ncccn1 (stereo not given)	-11	1.1	-6	2.7	1.1	49	-8	3	1	-3
CS(=O)(=O)Nc1ccccc1C(=O)N1CCN(c2ccccc2)CC1	-4	0.9	-3	-0.8	1	-6	8	-7	1.1	-4
COc1ccc(NC(=O)c2ccccc2[N+](=O)[O-])cc1OC	-7	1	-4	0.9	1	59*	-2	12	0.9	0
CCN1C(=O)CC(N2CCN(c3cccc(OC)c3)CC2)C1=O (stereo not given)	7	1	-3	-0.2	1	-6	1	5	0.9	-7
CN(CCC#N)C(=O)COC(=O)c1ccccc1OCc1ccccc1Cl	0	1.1	-11	3.1	1.1	4	-7	3	1	-12
O=C(CSc1nnc(Cc2ccccc2)o1)Nc1ccc2c(c1)OCO2	-7	0.9	-4	4.7	1	4	6	-7	1.1	-14
CCn1nc(NC(=O)c2cccnc2)c2cc3ccccc3nc21	-4	1	-3	0.8	1	43	0	11	0.9	-26
CCOC(=O)c1cnc(SCC(=O)N2CCN(C(=O)c3ccco3)CC2)nc1N	0	1	-8	3.5	1.1	5	-5	5	0.9	0
CC(C)(C)c1ccc(CNC(=O)c2ccc3c(c2)NC(=O)CO3)cc1	-19	1	-2	1.7	1	-3	-1	-2	1	-10
CSc1ccccc1C(=O)N1CCc2ccccc2C1	-19	1	-3	-1.0	1	6	0	10	0.9	-8
CC(C)CCn1c(Br)nc2c1c(=O)n(CC(N)=O)c(=O)n2C	-6	1.1	-2	-1.4	1	-1	-7	-5	1	-9
O=c1cc(C(F)(F)F)c2sc(N3CCCCC3)nc2[nH]1	-15	1	3	4.8	1	1	0	-3	1	-9
CCC1CCCCN1C(=O)c1cc(-c2ccc(Cl)c(Cl)c2)on1 (stereo not given)	-40	1	1	8.3	1	-5	0	-12	1.1	-3
